# Assay outcomes from PubChem BioAssay.
# GRP78 ERSR act – ER stress response induction in glioma; U87-MG GRP78 promoter luciferase reporter, 16 h; AID 602332; Potency, µM, without a hit: at the highest dose activation, actives largely listed as activators; 420,000 compounds, 0.02% hits; note: potency is the fitted concentration of half-maximal effect; series mostly up to about 76 µM; % of control where 0% means no effect; nearly all actives have a fitted effect of over 35% in size
#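 ERSR induction read as luciferase luminescence (Bright-Glo, 10 min at room temperature) in stably transfected human U87-MG glioma cells exposed to compounds for 16 h, using GRP78 as sensor.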
# RXFP1 agonist – activates the human relaxin receptor RXFP1 | Q9HBX9 | 370,000 compounds, 0.3% hits | AID 2676 | Potency, µM (top dose mostly 57.5 µM), inactives show at the highest dose activation, usual class: activators | HEK293T-RXFP1 cAMP TR-FRET, 30 min; response scale: percent of porcine relaxin response, buffer zero; note: potency is the fitted concentration of half-maximal effect; % is set by controls: 0 for no effect and ±100 for the full control effect; nearly all actives have a fitted effect of over 60% in size; many of its hits are not listed in these tables
#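 HEK293T cells stably expressing RXFP1 were pretreated with the PDE4 inhibitor Ro 20174, exposed to compounds for 30 min at 37C, lysed, and cAMP was read by TR-FRET. Data normalized to buffer (basal) and 29 nM porcine relaxin (100%).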
# D2 PAM – D2 dopamine receptor (human) potentiation. 340,000 compounds, 0.34% hits. P14416. HEK293 T-REx D2, calcium flux, EC20 dopamine potentiation. potentiation, % at 10 µM;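 active = potentiation over 3 SD above the plate norm, cut at about 30% in these data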; note: 0% is about no effect
# Target sequence (P14416 whole entry, looked up): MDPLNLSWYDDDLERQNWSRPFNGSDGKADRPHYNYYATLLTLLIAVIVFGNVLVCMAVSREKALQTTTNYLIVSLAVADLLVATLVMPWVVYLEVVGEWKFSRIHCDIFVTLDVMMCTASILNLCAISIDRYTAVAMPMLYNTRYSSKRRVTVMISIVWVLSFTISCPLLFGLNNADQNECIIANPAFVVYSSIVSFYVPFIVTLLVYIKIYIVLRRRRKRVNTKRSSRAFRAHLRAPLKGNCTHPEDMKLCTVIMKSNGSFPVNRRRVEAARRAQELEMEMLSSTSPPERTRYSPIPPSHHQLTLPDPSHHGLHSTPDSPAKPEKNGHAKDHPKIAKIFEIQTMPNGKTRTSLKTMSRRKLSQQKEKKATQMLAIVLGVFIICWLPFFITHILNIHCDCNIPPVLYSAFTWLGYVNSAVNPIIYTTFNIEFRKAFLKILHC
#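 Calcium flux readout, no-wash dye, 1 read/s. Inducible HEK293 Trex D2 line, overnight 30 C. Compound alone 180 s (agonist flags), then EC20 dopamine, another 180 s to score potentiation.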
# Vif-A3F inh – inhibitors of Vif-A3F interaction; Potency, µM (doses to about 46.1 µM), inactives show top-dose activity, negative = active; HeLa A3F-eYFP + Vif (tagged APOBEC3F with the HIV-1 protein that degrades it), YFP fluorescence increase; AID 602313; 390,000 compounds, 0.2% hits; note: potency is the fitted concentration of half-maximal effect; % of control where 0% means no effect; nearly all actives have a fitted effect of over 65% in size
#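 HeLa cells stably expressing A3F-eYFP plus Vif, plated and incubated overnight at 37 deg C, then exposed to compounds overnight at 37 deg C. Blocked degradation read as raised yellow fluorescence (Ex 488/Em 500-530).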
# RXFP1 antag – blocks the human relaxin receptor RXFP1. 350,000 compounds, 0.59% hits. HEK293-RXFP1, relaxin-stimulated cAMP HTRF, 30 min; active compounds read low. Q9HBX9. AID 1259400. activity change, negative = inhibition, % at 57.5 µM;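 active = activity change of -60% or lower, but not beyond a set lower limit; inconclusive = change between -60% and -40%, or beyond the set limit; inactive = change above -40%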; note: % is set by controls: 0 for no effect and ±100 for the full control effect
# D1 ag – agonists of human D1 dopamine receptor. P21728. HEK293 T-REx D1 cells, calcium flux, agonist mode. activation, % at 2 µM. 360,000 compounds, 1% hits. AID 504660; in the data active = activation above about 30%; note: 0% is about no effect
# Target sequence (P21728 whole entry, looked up): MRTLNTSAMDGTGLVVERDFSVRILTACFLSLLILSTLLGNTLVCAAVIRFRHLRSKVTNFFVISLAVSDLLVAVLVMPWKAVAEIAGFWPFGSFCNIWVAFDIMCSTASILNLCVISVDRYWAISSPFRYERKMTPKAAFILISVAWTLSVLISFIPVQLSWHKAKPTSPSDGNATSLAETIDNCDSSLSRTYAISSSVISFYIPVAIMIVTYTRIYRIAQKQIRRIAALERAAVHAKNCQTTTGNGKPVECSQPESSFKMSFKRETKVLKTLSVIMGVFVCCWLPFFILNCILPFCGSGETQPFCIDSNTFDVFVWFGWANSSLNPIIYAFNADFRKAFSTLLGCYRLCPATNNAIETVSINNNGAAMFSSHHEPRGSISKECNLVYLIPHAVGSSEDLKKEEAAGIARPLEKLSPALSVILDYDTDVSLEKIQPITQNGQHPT
#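 Tetracycline-induced HEK293 TREx D1 cells, force-coupled to calcium signalling, were dye-loaded with a no-wash calcium kit. Compound was pin-added after a 10 s baseline. Fluorescence was read kinetically at 1 cycle/s for 180 s, with calcium rises flagged as agonism.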
# D1 antagonist – blocks dopamine activation of the human D1 receptor. P21728. HEK293 TREx D1 cells, calcium flux, dopamine EC80; active compounds read low. activity change, negative = inhibition, % at 10 µM. 360,000 compounds, 3.2% hits; in the data active = activity change below about -30%; note: % is set by controls: 0 for no effect and ±100 for the full control effect
#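 Antagonism measured as reduced calcium response to an EC80 dopamine addition following 180 s compound pre-read; cells were inducible HEK293 Trex D1 plated overnight at 30 C, read kinetically at 1 cycle/sec.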
# D1 PAM – potentiators of human D1 dopamine receptor; P21728; potentiation, % at 10 µM; 360,000 compounds, 0.036% hits; HEK293 TREx D1 cells, calcium flux, dopamine EC20 potentiation; AID 504651; in the data active = potentiation above about 30%; note: 0% is about no effect
# Vif-A3G inh – Vif-A3G binding inhibition | HeLa A3G-eYFP + Vif (tagged APOBEC3G with the HIV-1 protein that degrades it), YFP fluorescence, overnight | Q9HC16 | AID 602310 | Potency, µM (series often up to 46.1 µM), inactives show at the highest dose activity, negative = active, usual class: inhibitors | 410,000 compounds, 0.076% hits;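 note: potency is the fitted concentration of half-maximal effect; % is set by controls: 0 for no effect and ±100 for the full control effect; nearly all actives have a fitted effect of over 60% in size; hits raise eYFP signal because A3G escapes Vif-driven loss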
#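 Read-out is eYFP fluorescence (Ex 488/Em 500-530) from Vif-expressing HeLa A3G-eYFP cells; more signal means A3G escaped Vif-mediated degradation. Cells plated overnight, compound pinned in, incubated overnight at 37 deg C.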
# The depositor's hits bear a star; ? = inconclusive; . = not tested or not shown. Unless noted, calls come from the whole dose curve; as a rule, active = well fitted curve in the direction sought with a large enough effect; inconclusive = small, poorly fitted or top-dose-only effect, or another doubt; inactive = no such curve, though single readings can be large; an effect the other way counts as inactive or inconclusive.
nr	SMILES	GRP78 ERSR act	RXFP1 agonist	D2 PAM	Vif-A3F inh	RXFP1 antag
1	O=C(CNC(=O)c1nc[nH]c1C(=O)N1CCN(c2ccccc2)CC1)OCc1ccccc1	-3.9%	1.8%	.	1.2%	.
2	COc1cccc(C(=O)Nc2nc(-c3nnn(-c4cc(C)ccc4C)c3C)ns2)c1	-0.3%	0.3%	-0.7	-3.5%	.
3	CN(C)S(=O)(=O)c1cccc(C(=O)Nc2cc(S(=O)(=O)N3CCOCC3)ccc2N2CCCC2)c1	-5.3%	.	.	0.4%	6.5
4	CC(=O)C1=C(NC(=O)c2ccc(C(F)(F)F)cc2)C[C@@H]2[C@H]1C2(C)C	-2.6%	-0.7%	.	?	-8.5
5	O=C(NCC(c1ccc2c(c1)OCO2)N1CCN(c2ccccc2)CC1)c1ccccc1 (stereo not given)	1.1%	1.1%	-21.0	3.6%	-8.0
6	N#CNC(=Nc1ccccc1)SCc1ccc(C(=O)O)cc1	0.0%	10.3%	-0.8	3.3%	12.2
7	O=C(COc1ccc(Br)cc1)N1CCN(c2ccc([N+](=O)[O-])c(N3CCCCC3)c2)CC1	-3.6%	-0.4%	12.1	-6.4%	-1.1
8	Cc1ccc(S(=O)(=O)NCCc2nnc3ccc(SCc4ccc(F)cc4)nn23)cc1	-4.2%	0.3%	-3.2	0.6%	6.4
9	Cc1nc(SCc2ccccc2)c2ccsc2n1	-3.8%	1.8%	14.7	0.4%	-32.1
10	CCOC(=O)c1cc(NC(=O)c2ccccc2)c(=O)n2c1oc1ccccc12	-2.7%	8.3%	10.3	?	8.5
11	O/N=C1/CCCSc2ccccc21	-4.0%	1.2%	11.2	-4.6%	3.1
12	O=C(CC1CCCCC1)NCC1CCCO1 (stereo not given)	4.3%	1.2%	10.0	-9.0%	2.6
13	Cc1ccc(OCC(=O)OCC(=O)NC2CCCCCC2)cc1C	-3.1%	.	.	-8.0%	3.7
14	CCC(C)(NC=O)C(=O)Nc1c(C)cccc1C (stereo not given)	-4.2%	-2.1%	-1.0	-4.4%	-7.8
15	COc1cc(F)ccc1S(=O)(=O)N1CCN(C23CC4CC(CC(C4)C2)C3)CC1	-4.1%	-1.5%	-6.7	-12.5%	-1.2

nr	D1 ag	D1 antagonist	D1 PAM	Vif-A3G inh
1	1.6	-7.7	-9.1	0.8%
2	4.6	-5.8	1.0	3.1%
3	.	.	.	-1.7%
4	3.3	31.3	-1.8	-4.6%
5	0.9	-11.3	4.1	1.2%
6	2.4	-1.4	-2.8	-0.9%
7	0.5	-4.8	-0.8	1.8%
8	-0.9	-7.4	-3.6	-4.0%
9	1.4	5.0	3.9	-6.6%
10	1.1	13.8	-12.5	-1.3%
11	2.1	-0.4	0.1	-2.0%
12	1.5	-8.0	-7.9	0.4%
13	.	.	.	0.4%
14	2.1	3.2	-5.5	4.5%
15	0.1	2.4	-2.2	-5.4%

# (more compounds)
nr	SMILES	GRP78 ERSR act	RXFP1 agonist	D2 PAM	Vif-A3F inh	RXFP1 antag
16	COc1ccc(NC(=O)CSc2nnc(NC(=O)Nc3ccccc3)s2)cc1OC	6.0%	1.4%	-8.0	-0.9%	-9.2
17	O=C(O)c1cccc(-n2c(O)c(C=C3N=c4ccccc4=N3)sc2=S)c1	-11.3%	1.6%	2.9	5.5%	-20.7
18	CCCc1ccc(S(=O)(=O)N2CCC(Oc3ccc(-n4cnnn4)cc3)CC2)cc1	-3.2%	-6.2%	10.9	5.7%	-23.2
19	Cc1ccc(OCC(=O)Nc2ccccc2C(N)=O)cc1	3.7%	0.2%	4.6	-3.8%	4.7
20	O=C(CCC(=O)N(CC(=O)NC1CCCCC1)Cc1cccs1)Nc1ccccn1	-5.0%	4.5%	.	2.2%	-15.7
21	Cc1ccc(C(=O)N/C(=C/c2cccs2)C(=O)N2CCCCC2)cc1	0.1%	-0.9%	.	-4.5%	5.3
22	O=[N+]([O-])c1cc(-c2nc(-c3ccncc3)no2)ccc1NCc1ccccc1	0.6%	-7.2%	-5.1	2.0%	.
23	Cc1cccc(CNC(=O)CCCn2nc(C)c3c(C)n(-c4ccccc4)nc3c2=O)c1	-4.0%	0.5%	-0.6	14.0%	11.2
24	CCCS(=O)(=O)N1CCCC(C(=O)Oc2ccc(OC)cc2)C1 (stereo not given)	-8.8%	3.5%	-3.3	-1.7%	0.9
25	O=C(Nc1ccc(F)cc1)c1cccnc1N1CCCCC1	-4.3%	-1.7%	-0.8	-5.2%	21.7
26	N#Cc1ccc(NC(=O)COC(=O)CCNS(=O)(=O)c2ccccc2)cc1	-7.0%	2.5%	8.3	1.1%	-25.3
27	COc1ccc(NC(=O)NCCCN2CCc3ccccc3C2)cc1	-0.5%	-0.5%	-34.2	2.0%	-4.4
28	Cc1cccc(C)c1NC(=O)CN(C)C(=O)CCC(=O)c1ccccc1	-0.1%	1.6%	-7.3	-7.2%	3.2
29	CC(=O)Nc1ccc(NC(=O)c2ccccc2C)cc1	2.4%	1.0%	-13.8	-3.2%	5.6
30	Cc1ccc(C(O)(C(=O)NNS(=O)(=O)c2ccc(C)cc2)c2ccc(C)cc2)cc1	2.2%	-4.7%	4.9	-17.2%	-15.5

nr	D1 ag	D1 antagonist	D1 PAM	Vif-A3G inh
16	7.2	.	-1.9	-5.5%
17	5.2	1.2	-2.2	-0.9%
18	5.6	-7.0	-0.1	-1.8%
19	0.8	-16.3	-8.8	0.9%
20	1.0	11.7	-2.2	-4.7%
21	-0.1	-1.3	-4.1	-0.4%
22	10.2	-5.3	-3.0	6.4%
23	0.5	-11.2	-3.8	-2.4%
24	-1.6	-14.6	-0.9	-0.4%
25	6.9	9.6	1.4	-2.7%
26	3.9	-12.3	-1.1	-0.5%
27	0.2	17.6	-7.6	-0.8%
28	2.0	2.1	-1.1	2.2%
29	-1.3	5.8	5.5	-0.3%
30	2.4	4.1	-1.8	-1.2%

# Rewritten as labelled records: entries from further up
18) CCCc1ccc(S(=O)(=O)N2CCC(Oc3ccc(-n4cnnn4)cc3)CC2)cc1
  GRP78 ERSR act: -3.2%
  RXFP1 agonist: -6.2%
  D2 PAM: 10.9
  Vif-A3F inh: 5.7%
  RXFP1 antag: -23.2
  D1 ag: 5.6
  D1 antagonist: -7.0
  D1 PAM: -0.1
  Vif-A3G inh: -1.8%
24) CCCS(=O)(=O)N1CCCC(C(=O)Oc2ccc(OC)cc2)C1 (stereo not given)
  GRP78 ERSR act: -8.8%
  RXFP1 agonist: 3.5%
  D2 PAM: -3.3
  Vif-A3F inh: -1.7%
  RXFP1 antag: 0.9
  D1 ag: -1.6
  D1 antagonist: -14.6
  D1 PAM: -0.9
  Vif-A3G inh: -0.4%
30) Cc1ccc(C(O)(C(=O)NNS(=O)(=O)c2ccc(C)cc2)c2ccc(C)cc2)cc1
  GRP78 ERSR act: 2.2%
  RXFP1 agonist: -4.7%
  D2 PAM: 4.9
  Vif-A3F inh: -17.2%
  RXFP1 antag: -15.5
  D1 ag: 2.4
  D1 antagonist: 4.1
  D1 PAM: -1.8
  Vif-A3G inh: -1.2%
27) COc1ccc(NC(=O)NCCCN2CCc3ccccc3C2)cc1
  GRP78 ERSR act: -0.5%
  RXFP1 agonist: -0.5%
  D2 PAM: -34.2
  Vif-A3F inh: 2.0%
  RXFP1 antag: -4.4
  D1 ag: 0.2
  D1 antagonist: 17.6
  D1 PAM: -7.6
  Vif-A3G inh: -0.8%

# Other records
nr	SMILES	GRP78 ERSR act	RXFP1 agonist	D2 PAM	Vif-A3F inh	RXFP1 antag
31	CC1CN(S(=O)(=O)c2cccc(C(=O)NCc3ccc4c(c3)OCO4)c2)CC(C)O1 (stereo not given)	-0.5%	2.3%	-1.7	-0.3%	0.5
32	CC(=O)c1ccc(S(=O)(=O)Nc2cc3c(cc2C(C)=O)OCO3)cc1	-1.1%	1.2%	-1.4	-1.7%	6.8
33	CCOc1ccccc1C1c2[nH]c3ccccc3c2C[C@H]2C(=O)N(C3CCN(Cc4ccccc4)CC3)CC(=O)N12 (stereo not given in full)	-3.4%	0.3%	.	-0.1%	4.8
34	COc1ccc(NC(C)=O)cc1NC(=O)c1ccc(Cl)cc1	-2.1%	1.6%	6.0	-4.1%	-9.6
35	CCCCn1nc(C(=O)NC2CCCCC2)c2ccccc2c1=O	0.4%	.	.	-11.3%	10.6
36	CC(=O)c1cccc(NC(=O)N2CCC(NC(=O)C3CCCCC3)CC2)c1	-5.5%	0.8%	-22.4	7.2%	-16.9
37	COc1cccc(CNC(=O)C2CCCN(C(=O)c3ccc(Cl)cc3)C2)c1 (stereo not given)	-3.5%	-0.3%	-10.7	1.7%	6.1
38	COc1ccc(NC(C)=O)cc1NC(=O)CN1CCN(C2c3ccccc3-c3ccccc32)CC1	-5.2%	-0.4%	30.8*	9.1%	-5.3
39	Cc1ccccc1Cn1c(=O)n(CCCC(=O)NCc2ccco2)c(=O)c2sccc21	-1.3%	2.3%	8.0	-6.7%	-5.0
40	CCOc1ncccc1C(=O)OCC(=O)Nc1cc(C(=O)OC)ccc1C(=O)OC	.	1.6%	-2.8	.	.
41	Cc1noc(NS(=O)(=O)c2ccc(NC(=O)CSc3nc4c(cc3C#N)CCCC4)cc2)c1C	-2.3%	16.0%	-12.8	-5.2%	.
42	Cc1ccc(S(=O)(=O)c2[nH]c(-c3ccccc3)nc2SC(C)C(=O)O)cc1 (stereo not given)	-3.0%	0.6%	2.6	-1.2%	3.4
43	COc1ccc(CNC(=O)COC(=O)c2cccnc2Nc2cccc(C(F)(F)F)c2)cc1	2.0%	4.9%	-9.1	.	-7.3
44	Cn1cc(C(=O)C(=O)N2CCOCC2)c2ccccc21	-0.3%	1.8%	5.0	-4.1%	-2.4

nr	D1 ag	D1 antagonist	D1 PAM	Vif-A3G inh
31	0.1	3.9	-0.5	6.8%
32	2.5	-7.5	-2.5	0.3%
33	2.8	-4.0	-2.7	-0.1%
34	0.1	-9.0	-7.3	-3.4%
35	.	.	.	-1.1%
36	2.3	0.4	-11.8	0.1%
37	-0.3	4.4	-2.0	-1.9%
38	1.8	21.7	5.2	-8.1%
39	-0.7	10.9	-1.1	-15.2%
40	1.2	3.8	2.1	.
41	1.4	-4.7	-1.6	-1.1%
42	-0.4	7.5	0.1	0.5%
43	-0.2	-17.6	-1.2	-3.9%
44	1.7	-17.5	1.2	0.0%

# These rows are one share of the data, so the mix of outcomes need not match the whole.
